# Source: PubChem BioAssay
# CAL PDZ FP-1: blocks peptide binding to the human CAL PDZ domain; Q9HD26; purified CAL PDZ, TMR-peptide fluorescence polarization, 1 h; inhibition, % at 24.9 µM; actives 0.92% (n = 300,000); AID 602252;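 active = mean inhibition of at least 30% with at least half of replicates also reaching 30%; inconclusive = no clear call, values can overlap the other calls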;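 note: 0% = DMSO neutral control and 100% = excess unlabeled competitor peptide PRC23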
# MITF TRPM1 HTS: activators of MITF-driven TRPM1 promoter activity in SK-MEL-5 cells; activation, % at 12.5 µM; actives 0.75% (n = 300,000); SK-MEL-5 TRPM1-promoter luciferase, 24 h; % of positive control, neutral wells = 0; AID 588334;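 active = mean activation of at least 80% with every replicate also reaching 80%; inconclusive = mean reaches 80% but some replicate falls short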;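 note: 0% = neutral control wells and 100% = parthenolide positive control wells; values of inactives mirror those of a sister screen read the other way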
# phage Ecoli inh: E. coli growth loss with phage present; growth absorbance; inhibition, % at 11.9 µM; actives 0.26% (n = 360,000); AID 651602; in the data active = inhibition above about 11%
# CAL PDZ FP-2: inhibitors of human CAL PDZ peptide binding; Q9HD26; purified CAL PDZ, TMR-peptide fluorescence polarization, 1 h; inhibition, % at 20 µM; actives 0.02% (n = 330,000); AID 504414;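 active = highest replicate inhibition of at least 40%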;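 note: plate controls were DMSO neutral control wells for no effect and unlabeled competitor peptide control wells for full effect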
#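 Control set: unlabelled peptide and DMSO controls / Material: purified CerCALP PDZ construct / Timing: 1 h incubation at room temperature before polarization reading / Doses: 20 µM, one dose / Detection: fluorescence polarization (mP)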
# AddAB inh: less growth of phage-infected E. coli with AddAB. E. coli expressing H. pylori AddAB, absorbance growth. inhibition, % at 11.9 µM. actives 0.29% (n = 330,000). AID 435030; in the data active = inhibition above about 12%;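 note: 0% = vehicle wells of infected cells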
# SR-BI HDL uptake: blocks mouse SR-BI lipid uptake from DiI-HDL. AID 488896. actives 0.96% (n = 320,000). inhibition, % at 12.5 µM. Q61009. ldlA[mSR-BI] CHO cells, DiI-HDL uptake fluorescence, 3 h;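 active = mean replicate inhibition of at least 70% and a set share of replicates each scoring 70 or more; inconclusive = meets just one of the two criteria; inactive = fails both criteria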;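 note: 0% = median of neutral control wells and 100% = median of positive control wells; values of inactives mirror those of a sister screen read the other way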
# Target sequence (Q61009 whole entry, looked up): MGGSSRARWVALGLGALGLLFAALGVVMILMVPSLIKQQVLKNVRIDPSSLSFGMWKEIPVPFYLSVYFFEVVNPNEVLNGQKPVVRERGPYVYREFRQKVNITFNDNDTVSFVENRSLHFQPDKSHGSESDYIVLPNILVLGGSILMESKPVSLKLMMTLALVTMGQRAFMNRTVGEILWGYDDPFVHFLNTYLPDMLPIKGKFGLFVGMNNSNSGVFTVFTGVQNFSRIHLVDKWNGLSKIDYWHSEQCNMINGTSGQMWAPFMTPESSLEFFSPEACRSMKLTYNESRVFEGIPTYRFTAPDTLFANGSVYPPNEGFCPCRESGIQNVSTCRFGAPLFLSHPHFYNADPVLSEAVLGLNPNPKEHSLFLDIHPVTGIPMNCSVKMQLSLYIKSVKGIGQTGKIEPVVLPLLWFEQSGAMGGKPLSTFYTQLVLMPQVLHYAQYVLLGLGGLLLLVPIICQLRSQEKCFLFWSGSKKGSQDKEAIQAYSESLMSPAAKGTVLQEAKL
# Ecoli viability: counter-screen for AddAB inhibitors: E. coli growth inhibition; AID 449728; inhibition, % at 11.9 µM; E. coli V3065 growth, OD600 absorbance, 18 h; actives 0.27% (n = 330,000);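 active = inhibition above the campaign's mean inhibition across all tested compounds plus 3 SD, cut at about 9.9% in these data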;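 note: uninfected addAB+ strain grown without phage in ampicillin broth; 0% = DMSO wells and 100% = ciprofloxacin 0.95 µg/ml wells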
# Tat transport: blocks Tat-dependent protein export in E. coli; inhibition, % at 10 µM; actives 0.036% (n = 340,000); E. coli MC4100 TorA-mCherry Tat export, fluorescence; AID 488895;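 active = mean replicate inhibition at least 50% and at least half of replicates individually reaching 50%; inconclusive = only one of the two criteria met; inactive = neither criterion met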;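 note: exported cargo escapes ClpAP degradation while cytoplasmic cargo is degraded and loses fluorescence; 0% = median of neutral control wells and 100% = median of NaSCN control wells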
# Wnt act: Wnt/beta-catenin pathway activation; Wnt/beta-catenin reporter cell assay, activator, plate reader; activation, % at 9.35 µM; actives 1.2% (n = 300,000); AID 743398; in the data active = activation above about 30%, passing the limit was not always enough; inconclusive = no clear call, values can overlap the other calls;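 note: 0% = neutral control wells and 100% = positive control wells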
# SR-BI DiI-HDL act: enhances SR-BI lipid uptake from DiI-HDL; AID 504775; actives 0.096% (n = 320,000); CHO ldlA[mSR-BI] cells, DiI-HDL uptake fluorescence, 3 h; 100 = double the neutral-control signal; activation, % at 12.5 µM;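 active = mean replicate activation of at least 60% and every replicate at or above 60%; inconclusive = mean or all-replicate condition met, but not both; inactive = mean below 60% and not all replicates reaching 60%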;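 note: 0% = median plate neutral-control signal and 100% = twice that signal; values of inactives mirror those of a sister screen read the other way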
#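 Material: SR-BI-overexpressing, LDLR-lacking CHO cells | Dosing: Single compound concentration, delivered by pin transfer | Probe or stimulus: Labelled HDL, 10 µg/mL | Signal: Bottom-read cell fluorescence after medium removal, ex 550/em 595 nm | Schedule: 3 h, 37 °C | Evaluation: HDL uptake via cellular fluorescence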
# * = called active by the depositor; ? = inconclusive; nt = not tested or not shown; & = joins results of further samples.
# The line under a structure holds: SR-BI HDL uptake	Tat transport	MITF TRPM1 HTS	CAL PDZ FP-2	Wnt act	phage Ecoli inh	AddAB inh	SR-BI DiI-HDL act	Ecoli viability	CAL PDZ FP-1
> O=C(Nc1cc(S(=O)(=O)N2CCOCC2)ccc1Cl)c1ccc(=O)[nH]c1
→ -22	0	-2	-1.4	-4	3.8	nt	22	nt	-2
> CCOC(=O)c1nn(-c2ccccc2C)c2nc(Nc3ccccc3)cc(=O)n12
→ 2	3	-8	-0.4	nt	3.5	0.3	-2	-0.7	0
> O=[N+]([O-])c1cc(S(=O)(=O)Nc2ccccc2)ccc1-n1nnc2ccccc21
→ -25	8	-5	-1.2	nt	3.7	4.1	25	3.3	-2
> CSc1cccc(NC(=O)/C=C/c2cccc(Cl)c2)c1
→ 75*	1	78	-2.9	19	4.7	2.6	-75	0.2	-4
> Cn1cccc1C(=O)NC1CCCCC1
→ -10	-3	20	-0.3	-2	4.6	2.6	10	1.9	nt
> O=C(NCCN1C(=O)S/C(=C\c2cccnc2)C1=O)c1cc(S(=O)(=O)N2CCOCC2)ccc1F
→ -14	1	13	-0.5	-1	0.1	0.3	14	-3.3	11
> O=C(C1=C[C@H](c2csc3ccccc23)C[C@H](OCc2ccc(CO)cc2)O1)N1CCN(Cc2ccccc2)CC1
→ 4	5	2	-0.2	-3	0.6	-1.8	-4	-0.6	-1
> O=C(Cc1ccccc1)Nc1c[nH]c(=O)[nH]c1=O
→ -28	-8	-5	-0.5	nt	1.4	-1.0	28	-2.4	-2
> C=CCN(CC=C)CCOc1ccc2ccccc2c1
→ -4	-5	19	-1.7	0	2.5	3.2	4	-0.5	0
> Cc1ccc(-n2c(N)c(C(=O)N3CCN(C)CC3)sc2=S)cc1
→ 40	-7	2	0.0	nt	2.5	1.1	-40	1.6	nt
> O=C(O)C1CCC(CNCc2ccccc2Cl)CC1 (centres undefined)
→ -30	0	-11	-0.1	-1	4.1	5.0	30	0.9	-2
> COc1ccc(N2CCN(Cc3cc(=O)oc4ccc(Cl)cc34)CC2)cc1
→ 1	4	-12	-1.0	-1	4.3	1.0	-1	-0.2	10
> Cc1cccc(OCC(=O)NCC(c2cccs2)N2CCOCC2)c1 (centres undefined)
→ -26	-9	-6	1.2	18	0.2	-0.3	26	-2.4	-7
> CCn1c(SCC(=O)NNC(=O)Cc2ccccc2)nnc1-c1ccccc1
→ -30	5	3	-0.5	nt	2.1	-0.9	30	-2.0	-2
> Cc1cc(NC(=S)N(CCCN2CCN(C)CC2)Cc2ccco2)ccc1Cl
→ -23	-1	-7	-0.7	-1	-0.1	2.0	23	-1.7	1
> COc1ccc(-c2nc(-c3cccnc3)no2)cc1OC
→ 15	8	nt	-8.3	-1	2.1	-2.1	-15	-0.2	nt
> Cc1ccc2[nH]c(C(=O)N3CCC(C(N)=O)CC3)cc2c1
→ -2	1	8	-1.3	2	-1.5	1.1	2	1.0	6
> C/C(=N\Nc1ccccn1)c1ccc2c(c1)OCO2
→ 12	3	35	0.8	10	4.0	4.3	-12	2.6	0
> Cc1cccc2cc(COC(=O)C3CCCCC3)c(=O)[nH]c12
→ -9	1	2	0.1	nt	1.3	4.6	9	4.9	-19
> Cc1cccc(CSc2nnc(N)n2-c2ccccc2)c1
→ -18	-1	-7	0.7	nt	2.0	1.1	18	0.4	16
> O=c1[nH]c(/C=C\c2cccc(F)c2)nc(O)c1[N+](=O)[O-]
→ -5	1	nt	-0.6	2	-3.3	-1.0	5	-0.2	-2
> COc1ccccc1NC(=O)C(=O)NCC1CCCN1S(=O)(=O)c1cccs1 (centres undefined)
→ 39	2	32	-1.6	4	0.4	2.0	-39	4.2	-5
> Cc1cc(=O)n(Cc2ccc(OC(C)C)cc2)c(=S)[nH]1
→ -3	-4	16	-0.9	4	3.0	0.9	3	-0.9	-4
> COC(=O)c1c(C)[nH]c(C(=O)COC(=O)c2c(C)noc2C)c1C
→ 16	-4	30	0.1	7	0.7	1.8	-16	-0.7	nt
> COc1ccc(N2CCN(S(=O)(=O)Cc3ccccc3)CC2)cc1
→ -17	0	5	nt	nt	0.4	2.0	17	0.0	0
> CC(=O)c1cccc(S(=O)(=O)N2CCn3cccc3C2C)c1 (centres undefined)
→ -3	-9	-5	1.0	-4	-1.2	0.9	3	0.0	-3
> COc1ccc(NCc2cc3ccccc3[nH]c2=O)cc1
→ 17	-1	5	0.8	nt	1.1	0.4	-17	-1.0	-1
> COc1ccccc1CN=c1c([N+](=O)[O-])nn(-c2ccc3c(c2)OCCO3)n1O
→ -12	-1	2	-0.3	nt	1.4	2.7	12	-0.7	0
> CCN(CC)C(=O)[C@H]1CC(CC(=O)NCCCn2ccnc2)C(=O)N2CCc3c([nH]c4ccccc34)[C@]12C (some centres undefined)
→ -21	-9	6	-0.4	3	4.9	1.0	21	-3.8	-2
> CSc1nncc(/C(C)=N\Nc2ccccc2)n1
→ 30	-4	-3	-0.6	nt	2.2	-6.1	-30	-2.4	-2
> COc1ccc(C(=O)N(C)C(C)c2ccon2)cc1OC1CCN(C(C)C)CC1 (centres undefined)
→ -21	-6	4	-2.0	0	1.5	0.4	21	1.3	-1
> O=C(O)c1ccc2oc(=O)c(S(=O)(=O)c3ccc(F)cc3)cc2c1
→ 3	-8	-9	2.2	0	1.9	2.6	-3	-0.2	-3
> CCOc1cc(C(=O)Nc2cc(C)on2)cc(OCC)c1OCC
→ 44	3	nt	-0.3	-4	3.2	1.6	-44	0.5	4
> O=C(NCCCNC(=O)c1cc(Cl)ccc1Cl)c1ccccn1
→ nt	-2	-7	-2.8	-1	0.4	1.7	nt	-2.2	0
> Cc1cc(C)c(S(=O)(=O)N2CCN(C(=O)CN3C(=O)NC4(CCCC4)C3=O)CC2)c(C)c1
→ -16	?	-2	-1.6	-2	2.0	0.2	16	1.9	-2
> CC(C)CNC(=O)C1CCN(S(=O)(=O)c2ccc(-n3cnnn3)cc2)CC1
→ -11	0	6	-2.0	-2	3.5	-0.2	11	0.6	4
> COc1ccccc1CNC(=O)C1CCCN1S(=O)(=O)c1cccc2cccnc12 (centres undefined)
→ 0	6	-4	-0.2	-7	2.7	2.8	0	-0.3	-3
> NC(=O)c1cc([N+](=O)[O-])ccc1NCc1cnccn1
→ -20	-10	-11	-0.2	-4	1.4	4.0	20	-1.2	-2
> CC(C)(C)NC(=O)N1CCC(CO)(Cc2ccccc2Cl)CC1
→ -13	0	-3	-1.5	-3	2.1	-0.7	13	-1.7	-13
> Cc1cc(C(=O)Nc2ccc(Cl)cc2)c(C)n1Cc1cccs1
→ 28	4	74	-0.9	26	1.1	3.0	-28	-2.2	-3
> Cc1ccc(S(=O)(=O)N2CCC(=O)N(C(CO)C(C)C)CC2)cc1 (centres undefined)
→ -7	-6	-4	0.8	-5	0.2	3.5	7	0.3	1
> Cc1cc(Nc2ccc(Br)cc2)n2nc(C)nc2n1
→ 4	0	-13	-1.7	-2	2.4	4.7	-4	-0.5	nt
> CCOc1ccccc1Nc1ncnc2ccc(Br)cc12
→ -5	-4	7	-3.1	1	3.3	2.4	5	0.1	0
> Cc1ccc(Cc2cnc(NC(=O)C3CCCO3)s2)cc1 (centres undefined)
→ -18	10	70	-0.3	nt	4.2	3.6	18	-1.1	7
> CNC(=O)C1CC(=O)N(CCc2ccc(C)cc2)C1 (centres undefined)
→ -3	-1	-2	-0.2	1	1.5	-0.2	3	-2.1	2
> CCCc1ccc(OCc2ccc(C(=O)NN)o2)c(OC)c1
→ 7	-1	14	0.0	0	2.4	-0.3	-7	-2.6	-2
> CCC(C)(C)C1CCc2[nH]nc(C(=O)NCc3ccc(Cl)cc3)c2C1 (centres undefined)
→ 7	7	-11	-0.6	-6	3.0	2.8	-7	-1.0	-5
> O=S(=O)(Cc1ccccc1)N1CCCC(c2nc(-c3ccc(F)cc3)no2)C1 (centres undefined)
→ 8	8	-3	-0.2	nt	1.5	1.3	-8	0.1	-2
> O=C(Cc1c(O)c2ccccc2[nH]c1=O)NCc1ccccc1
→ -21	6	-10	-1.2	nt	nt	1.7	21	1.5	-2
> O=C(CNC(=O)c1cccs1)NCC(=O)OCC(=O)c1ccc([N+](=O)[O-])cc1
→ -10	7	-9	nt	0	2.8	2.8	10	0.8	-4
> O=C(O)c1cccc(N2C(=O)CSC2c2ccccc2)c1 (centres undefined)
→ -26	-13	-10	0.2	2	0.1	0.5	26	-0.1	-2
> CC(=O)N1CCN(CC(O)Cn2c3ccccc3c3ccccc32)CC1 (centres undefined)
→ 6	-3	nt	-1.6	0	2.4	1.7	-6	0.6	-12
> Cc1ccc(C)c(OCc2cc(C(=O)N3CCN(c4cnccn4)CC3)no2)c1
→ 15	7	11	-2.1	2	0.7	nt	-15	nt	0
> CC1(C)Cc2ccccc2-c2nnc(SCC(=O)Nc3nc4ccccc4s3)n21
→ -9	1	0	-1.7	nt	1.2	3.3	9	-1.1	-1
> CCCNS(=O)(=O)c1ccc(C(=O)NCC2CCCO2)cc1 (centres undefined)
→ -16	-8	-4	-0.2	nt	0.6	-1.1	16	-1.7	-11
> O=C(OCc1ccccc1)N1CCC2CC1c1cc(N3CCOCC3)ccc12 (centres undefined)
→ 4	0	30	0.4	-3	1.3	nt	-4	nt	-6
> Cn1cccc1C(=O)C(=O)Nc1ccc(Cl)cc1
→ -5	2	nt	-0.1	9	2.4	5.8	5	-0.7	-1
> O=C(Nc1nnc(-c2ccc(F)cc2)s1)C1CCN(S(=O)(=O)c2ccc(Cl)cc2)CC1
→ -5	2	1	-0.6	-3	-0.1	0.3	5	1.6	-3
> Cc1cccc(S(=O)(=O)NCC2CCCO2)c1 (centres undefined)
→ 15	-5	8	-0.9	nt	2.7	-0.3	-15	0.4	nt
> Cc1sc2nc(CN3CCCC3)nc(N3CCN(S(=O)(=O)c4cccs4)CC3)c2c1C
→ 6	7	20	-2.2	-15&-6	0.9	-2.6	-6	-6.3	-2

# The results go on:
# The line under a structure holds: SR-BI HDL uptake	Tat transport	MITF TRPM1 HTS	CAL PDZ FP-2	Wnt act	phage Ecoli inh	AddAB inh	SR-BI DiI-HDL act	Ecoli viability	CAL PDZ FP-1
> O=C(COC(=O)CCC(=O)c1ccc2c(c1)OCCO2)NCc1ccc2c(c1)OCO2
→ -15	3	-3	0.8	9	1.9	0.7	15	-4.4	-3
> C/C(CC(=O)Nc1ccccc1C)=N\NC(=O)Cc1csc(N)n1
→ -34	0	-14	-1.1	2	2.9	-1.3	34	-1.1	44*
> CCN(CC)S(=O)(=O)c1cccc(-c2nnc(SCCOc3ccc(Cl)cc3)o2)c1
→ 34	-3	-12	-5.1	-4	2.6	-2.0	-34	1.6	3
> Cn1c(=O)c2c(nc(NCCCO)n2C/C=C/c2ccccc2)n(C)c1=O
→ -27	7	-17	0.4	-3	2.2	3.4	27	1.0	-3
